Source: PubChem BioAssay
ERK EGF inh = qHTS Assay for Inhibitors of the ERK Signaling Pathway using a Homogeneous Screening Assay; Stimulation with EGF; HEK293-V1b, EGF-stimulated phospho-ERK AlphaScreen; Potency, µM (series often up to 11.5 µM), for the others: at the top dose activity change, negative = inhibition, actives largely listed as inhibitors; actives 0.41% (n = 130,000); AID 1454, 2008; active = well fitted inhibition curve with a large enough effect; inconclusive = small, poorly fitted or top-dose-only effect, or effect the other way;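 note: plate controls were stimulated vehicle wells for no effect and unstimulated vehicle basal for full effect; nearly all actives have a fitted effect of over 55% in size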
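HEK293 cells stably expressing V1b receptor, serum-reduced (1% FBS) overnight, got compound for 30 min at 37C, then 25 nM EGF for 5 min. Lysate phospho-ERK read by AlphaScreen SureFire; AC50 from Hill fits.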
* = called active by the depositor; ? = inconclusive; [ ] = remark or other dose. Potency is the fitted concentration of half-maximal effect. This is a subset, so the mix of outcomes need not match the whole.

SMILES	ERK EGF inh
COc1ccc(C(=O)/C=C/Nc2ccc(S(=O)(=O)Nc3nc(C)cc(C)n3)cc2)cc1OC	-5.9%
CC1CN(S(=O)(=O)c2cccc(C(=O)Nc3ccc(S(=O)(=O)Nc4ncccn4)cc3)c2)CC(C)O1 (configuration not stated)	10.5%[57.5 µM]
CCCOC(=O)c1cc(NC(=O)/C=C/c2ccccc2)ccc1O	12.7%
CCN1C(=O)S/C(=C/c2ccc(Oc3ccc([N+](=O)[O-])cn3)c(OC)c2)C1=O	32.0%
CC(NC(=O)c1ccc(Cl)c(Cl)c1)c1ccc(-c2ccccc2)cc1 (configuration not stated)	-0.7%[57.5 µM]
CN=CC1=C(O)C(C(=O)OC)C(C)(C)CC1=O (configuration not stated)	-2.6%
CC1CCCC/C1=N\Nc1ccc(S(N)(=O)=O)cc1[N+](=O)[O-] (configuration not stated)	1.1%
CC1=NN(/C(=N\c2nnc(C)s2)Nc2ccccc2)[C@H](c2ccc(C)cc2)S1	1.8%
C#CCOCCOCCOCCNc1nc(N2CCN(C(=O)Cn3cc(CCCCN)nn3)CC2)nc(N2CCN(C(=O)[C@H](C(C)C)n3cc(CCO)nn3)CC2)n1	0.5%
Cc1ccccc1/C=N/Nc1ccc(Cl)nn1	9.9%
COC(=O)CN(c1ccc(Cl)cc1C)S(C)(=O)=O	5.5%
O=C(Nc1ccc(O)c(-c2nc3ccccc3s2)c1)c1cc(=O)c2ccccc2o1	-0.5%
O=C(O)c1ccccc1C(=O)NCCc1c(C(=O)O)[nH]c2ccc(Cl)cc12	-0.7%[57.5 µM]
Fc1ccc(/C=N/NC(=S)Nc2ccc(Cl)cc2)cc1F	-15.5%
Cn1cccc1CC(=O)N/N=C/c1ccc([N+](=O)[O-])cc1	-12.2%[57.5 µM]
CCCNC(=O)c1ccc2c(=O)n3c(-c4ccc(C)cc4)csc3nc2c1	-3.1%[57.5 µM]
CC1(C)CC(=O)C(C2C3=C(CC(C)(C)CC3=O)Oc3ccccc32)C(=O)C1 (configuration not stated)	-0.3%[57.5 µM]
COc1ccc(NCc2nnc(SCc3ccc(Cl)cc3)n2-c2ccccc2)cc1	4.8%
O=C(COC(=O)Cc1c[nH]c2ccccc12)Nc1ccccc1	3.0%
COc1ccc(C(=O)Nc2ccccc2C(=O)N/N=C/c2ccncc2)cc1OC	6.6%[57.5 µM]
COCCN(C(=O)c1ccccc1OC)c1nnc(C)s1	-2.6%
CNc1c(N)c(=O)oc2ccccc12	-6.6%
CCN1C(=O)S/C(=C/c2ccc(Sc3nc4ccccc4[nH]3)o2)C1=O	7.3%
Cc1cc2nc(-c3ccccn3)c(-c3ccccn3)nc2cc1C	2.6%[57.5 µM]
Cc1ccc(S(=O)(=O)NNC(=O)Nc2ccc(Cl)cc2)cc1	1.2%
Cc1ccc(NC(=O)CSc2n[nH]c(N)n2)cc1S(=O)(=O)N1CCOCC1	0.0%[57.5 µM]
O=C(CN(c1ccccc1Cl)S(=O)(=O)c1ccccc1)N/N=C/c1ccccc1C(=O)O	-3.9%
C/C(CCc1oc2c(Br)cc(Br)cc2c1-c1ccc(C)o1)=N\O	9.5%
CCOC(=O)C1CCN(c2c(N3CCCCCC3)c(=O)c2=O)CC1	7.4%
O=c1cc(-c2ccccc2Cl)oc2c(NS(=O)(=O)c3cccs3)ccc(O)c12	4.8%[57.5 µM]
CC12CN3CC(C)(CN(C1)C3c1ccc3c(c1)OCO3)C2 (configuration not stated)	0.2%
O=C1c2cccc3c(N4CCOCC4)c([N+](=O)[O-])cc(c23)C(=O)N1c1cccc2ccccc12	1.7%
COc1ccc(C2c3ccsc3CCN2C(=O)NC(C)(C)C)cc1 (configuration not stated)	-3.5%[57.5 µM]
COc1cc(S(=O)(=O)N(Cc2ccccn2)Cc2ccccc2Cl)ccc1-n1cnnn1	0.8%
CCCOc1ccc(CC(=O)NNC(=S)Nc2ccccc2)cc1Br	2.2%
O=C(Cn1cnc([N+](=O)[O-])n1)N/N=C/c1ccc2ccccc2c1	5.9%
CC(C)c1ccc(NC(=O)C(=O)C2C(=O)Nc3ccccc32)cc1 (configuration not stated)	-7.2%
COC1=CC(=O)C(C(=O)c2ccccc2)=CC1=O	21.7%
O=c1c2ccccc2n(CC(O)CN2CCCCC2)c2ccccc12 (configuration not stated)	4.0%[57.5 µM]
COC(=O)c1ccc(S(=O)(=O)N2CCCN(Cc3ccccc3)CC2)n1C	-11.5%[57.5 µM]
CCCCCC(=O)NC(=S)Nc1cccc(-c2nc3ncccc3o2)c1	?
Cc1cc(C=O)c(C)n1-c1sc2c(c1C(=O)O)CCCC2	7.0%
O=C(Nc1cnc2ccccn2c1=O)c1ccc(Cl)cc1Cl	2.3%
CC1CCN(S(=O)(=O)N2CCC(C(=O)NCc3ccc4c(c3)OCO4)CC2)CC1	-8.5%
Cc1onc(-c2ccccc2)c1C(=O)NNC(=S)NC(=O)/C=C/c1cccs1	-3.2%
CN(Cc1ccccc1)c1cc(Cl)nc(N)n1	1.5%
FC(F)(F)c1cccc(-c2noc(-c3cc(-c4ccccc4)c(C(F)(F)F)s3)n2)c1	9.0%
O=C(Nc1ccncc1)c1cccc2ccccc12	-1.8%[57.5 µM]
CCCc1nc2sc3c(=O)n(N)cnc3c2c2c1CCCC2	-5.0%
CC(C)COP(=O)(c1ccc(N(C)C)cc1)C(O)c1cccnc1 (configuration not stated)	-5.3%[57.5 µM]
Cn1c(=O)c2c(-c3cccc(Br)c3)c(C#N)c(N)nc2n(C)c1=O	?
CCOC(=O)c1cc2c(n(-c3ccc(Cl)cc3)c1=O)CCCC2=O	3.6%
CCN1CCN(c2cc(=O)n(Cc3ccc(F)cc3)c(=O)[nH]2)CC1	-3.9%
Cc1cc(C)cc(OCC(=O)NNC(=O)CN2C(=O)c3ccccc3C2=O)c1	-19.4%
O=C(Nc1ncnc2sc3c(c12)CCCC3)c1ccncc1	-7.2%
Cc1cccc(NC(=O)Cn2cc([N+](=O)[O-])cn2)n1	6.0%
COc1ccc2c(=O)c(-c3ccccc3)coc2c1	21.8%
O=C(O)c1ccc2c(=O)n3c(nc2c1)/C(=C/c1cccc(Cl)c1Cl)CCCC3	4.4%
Cc1ccc(S(=O)(=O)N(CC(=O)Nc2ccc(Cl)c([N+](=O)[O-])c2)C2CCCCC2)cc1	35.0%
NC(=O)C1(c2ccccc2)CCC(=O)N1c1ccccc1 (configuration not stated)	-5.3%[57.5 µM]
Next part:
SMILES	ERK EGF inh
COc1cc2ccccc2cc1C(=O)NC(=S)Nc1nnn(C)n1	-3.6%
COc1cccc(C(=O)OCC(=O)Nc2cc(C)c(C)cc2[N+](=O)[O-])c1	2.6%
CNc1ccc([N+](=O)[O-])cc1-c1nc2ccccc2[nH]c1=O	-0.1%[57.5 µM]
CCCC(=O)Nc1ccc2c(c1)COC2=O	-8.8%
C[C@H](NC(=O)c1ccccc1Cl)C(=O)OCCOc1cccc(Cl)c1	5.8%
CC(=O)N1CCN(c2ccc(S(=O)(=O)NCCN(C(C)C)C(C)C)cc2[N+](=O)[O-])CC1	-8.5%
CCOC(=O)c1ccccc1NC(=O)CSc1nccn1C	9.0%
COc1cccc(NC(=O)C(=O)N2CCOCC2)c1	-3.0%
O=C(CSc1ncnc2ccccc12)NCc1ccco1	-1.5%
CC(C)NC(=O)NC(=O)COc1ccc(Br)cc1Br	-0.6%
O=[N+]([O-])c1cccc(Nc2nc(Cl)nc(Cl)n2)c1	-9.6%
O=C1NCCN(Cc2ccoc2)C1CC(=O)N(CCO)Cc1ccccc1 (configuration not stated)	3.0%
Cn1cccc1C(=O)N1CCC2(CCCN(c3ccc(-c4ccccc4)cc3)C2)CC1	-4.9%
COCCN(C(=O)CSc1nnc(C)n1Cc1ccccc1)c1c(N)n(CC(C)C)c(=O)[nH]c1=O	-6.3%
CCNC(=O)COC(=O)c1cc(C)n(-c2ccccc2)c1C	4.7%
CCOC(=O)/C=c1\s/c(=C\c2ccc3cc(OC)ccc3c2)c(=O)n1CC(=O)NCc1ccc2c(c1)OCO2	-17.0%
Cc1cccc(NC(=O)CCC(=O)NCCO)c1	-2.8%
CN1CCN(C(=S)c2cn(CCOc3ccccc3F)c3ccccc23)CC1	14.9%
COc1ccc(Nc2cc(C(=O)NCCCN3CCN(C)CC3)c3ccccc3n2)cc1OC	?
Cc1oc(-c2ccc(-c3ccccc3)cc2)nc1CN1CCN(CC(=O)N(C)C)CC1	-5.9%
COc1cccc(CN(C)CC(=O)NCc2ccccc2Cl)c1OC	-7.8%
CCOc1ccc(CN2CCN(Cc3cccc4c3OCO4)CC2CCO)cc1 (configuration not stated)	-2.3%
COC(=O)c1sccc1NC(=O)Cn1nnc(-c2ccccc2C)n1	-2.8%
CCN(CC)c1ccc(N=Cc2ccc([N+](=O)[O-])o2)cc1	?

Three compounds already listed, sorted by molecular weight, ascending:
SMILES	ERK EGF inh
CCN(CC)c1ccc(N=Cc2ccc([N+](=O)[O-])o2)cc1	?
COc1ccc(Nc2cc(C(=O)NCCCN3CCN(C)CC3)c3ccccc3n2)cc1OC	?
CCOC(=O)/C=c1\s/c(=C\c2ccc3cc(OC)ccc3c2)c(=O)n1CC(=O)NCc1ccc2c(c1)OCO2	-17.0%

The list goes on:
SMILES	ERK EGF inh
COC(=O)c1[nH]c2ccc(F)cc2c1NS(=O)(=O)c1ccc(F)c(C)c1	?
NC[C@@H]1O[C@H](c2ccccc2)Cc2c1ccc(O)c2O	-8.0%
CC(C)C(=O)NNS(=O)(=O)c1ccccc1[N+](=O)[O-]	-1.7%
COc1cc(CC(=O)OCC(=O)Nc2cc([N+](=O)[O-])ccc2F)cc(OC)c1OC	2.4%
CCOc1ccccc1/C=N/NC(=O)c1cccc(S(=O)(=O)N(CC)CC)c1	4.3%
COc1cc(/C=N/N=C(/C(=O)c2ccccc2)c2ccccc2)cc(OC)c1O	6.3%
Cc1cc2ccccn2c1C(=O)Nc1ccc(Cl)cc1	?
COCCCNC(=O)c1ccc2c3c(onc13)-c1ccccc1C2=O	31.6µM*
Cc1ccc(C(=O)O/N=C(\N)c2ccccc2)c(Cl)c1	2.1%[57.5 µM]
Cc1ccc(NC(=O)CCNC(=O)c2ccc(Cl)cc2)cc1F	-4.5%
Cc1ccc(C(=O)Nc2cccc(C(F)(F)F)c2)cc1NC(=O)c1nccnc1N	3.1%[57.5 µM]
CC12CCC(C(=O)Nc3ccccc3)(C(Br)C1=O)C2(C)C (configuration not stated)	0.2%
COC(=O)/C(=C1/Oc2ccc(C(C)(C)C)cc2S1)C(F)(F)F	0.9%
Cc1nnc(NC(=O)CSc2ccc(-c3ccco3)nn2)s1	-2.0%
O=C(CN1C(=O)/C(=C\c2ccccc2F)SC1=S)Nc1nc2ccccc2s1	?
COc1ccc(SC[C@H](CC(C)C)N2CCN(CCc3ccccc3)CCC2=O)cc1	3.3%[57.5 µM]
CC(=O)NC1(c2ccccc2)CCN(CC(=O)N2CCC(C)CC2)CC1	-14.2%
COc1ccc2nc3c(cc2c1)Cc1ccccc1-3	12.7%
CCN(CC)CCN(Cc1cc2ccc(C)cc2[nH]c1=O)C(=S)Nc1ccccc1C(=O)OC	-2.9%
N/C(=N\OC(=O)Cc1ccc(-c2ccccc2)cc1)c1ccncc1	6.1%
O=[N+]([O-])c1ccc(N2CCN(Cc3ccccc3)CC2)nc1	8.7%
NS(=O)(=O)c1ccc(NC(=S)Nc2ccc(OCc3ccccc3)cc2)cc1	-0.5%[57.5 µM]
Cc1ccc(NC(=O)NC2CCCCC2)c(C)c1	2.2%
COCCCNc1nc2nonc2nc1NCCSC	1.3%[57.5 µM]
COc1ccccc1NC(=O)CC1C(=O)Nc2ccccc2N1C(=O)c1ccccc1 (configuration not stated)	?
Cc1cc(NC(=O)CSc2nnc(C)n2-c2ccccc2C)no1	2.3%
CCOc1ccccc1-c1nc(CN(Cc2cnn(C)c2)C(C)C)c(C)o1	-1.0%
CC(=O)c1ccc(NC(=O)c2ccc(C)c(Br)c2)cc1	-9.5%
COc1ccc(CCNS(=O)(=O)c2c(N)n(C)c(=O)n(C)c2=O)cc1OC	0.6%
Cc1ccc(NS(=O)(=O)c2cccc3nsnc23)cc1	19.8%[57.5 µM]
Cc1ccc(CSc2nccc(-c3c(C)nc4ccccn34)n2)cc1	3.7%[57.5 µM]
COc1cc(NC(=O)c2cc([N+](=O)[O-])ccc2Br)ccc1NC(=O)c1ccco1	9.4%
CCNc1cc(S(=O)(=O)C(F)(F)F)ccc1N	5.9%
Cn1c(N)c(C(=O)COC(=O)CCc2ccccc2)c(=O)n(C)c1=O	1.8%
C/C(=N\NC(=O)c1nc2ccccn2c1C)c1cc2ccccc2o1	-9.3%

Gathered by group: the compounds so far containing an NH in an aromatic ring.
SMILES	ERK EGF inh
O=C(O)c1ccccc1C(=O)NCCc1c(C(=O)O)[nH]c2ccc(Cl)cc12	-0.7%[57.5 µM]
O=C(COC(=O)Cc1c[nH]c2ccccc12)Nc1ccccc1	3.0%
CCN1C(=O)S/C(=C/c2ccc(Sc3nc4ccccc4[nH]3)o2)C1=O	7.3%
Cc1ccc(NC(=O)CSc2n[nH]c(N)n2)cc1S(=O)(=O)N1CCOCC1	0.0%[57.5 µM]
CCN1CCN(c2cc(=O)n(Cc3ccc(F)cc3)c(=O)[nH]2)CC1	-3.9%
CNc1ccc([N+](=O)[O-])cc1-c1nc2ccccc2[nH]c1=O	-0.1%[57.5 µM]
COCCN(C(=O)CSc1nnc(C)n1Cc1ccccc1)c1c(N)n(CC(C)C)c(=O)[nH]c1=O	-6.3%
COC(=O)c1[nH]c2ccc(F)cc2c1NS(=O)(=O)c1ccc(F)c(C)c1	?
CCN(CC)CCN(Cc1cc2ccc(C)cc2[nH]c1=O)C(=S)Nc1ccccc1C(=O)OC	-2.9%

Printed as active in ERK EGF inh, of those listed so far:
SMILES	ERK EGF inh
COCCCNC(=O)c1ccc2c3c(onc13)-c1ccccc1C2=O	31.6µM*
